Screening data deposited in PubChem BioAssay by several laboratories.
KKLEB tox: counter-screen for CF NF-kB inhibitors: cytotoxicity. activity change (cytotoxicity), % at 5 µM. KKLEB CF airway cells viability, ATPlite luminescence, overnight; stronger effect = lower value; cells stimulated with P. aeruginosa culture filtrate. hit rate 0.36% among 360,000;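 active means corrected activity change at or below -50% at 5 µM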
LRH-1 inv ag: inverse agonists of human LRH-1 (NR5A2) | hit rate 0.13% among 360,000 | inhibition, % at 3.6 µM | O00482 | HEK293T StAR-luciferase reporter, LRH-1 transfected, 24 h | AID 602396;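 active means inhibition above the mean inhibition of all tested compounds plus 3 SD, cut at about 73% in these data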;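 further: 0% = DMSO wells and 100% = reporter-only cells lacking LRH-1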
NCOA3 inh: inhibits human SRC3 coactivator. AID 588352. inhibition, % at 3.6 µM. HEK293 GAL4-SRC3 luciferase reporter, luminescence. Q9Y6Q9. hit rate 0.17% among 360,000;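 active means inhibition above a per-campaign cutoff, the mean of all compounds plus 3 SD, cut at about 60% in these data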;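 further: 0% = DMSO-treated cells and 100% = gossypol-treated cells at 36 µM; higher means less SRC3-driven luciferase light from the GAL4 reporter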
NCOA2 inhibitor: inhibits human steroid receptor coactivator 2; Q15596; HEK293 GAL4-SRC2 luciferase reporter, luminescence; hit rate 0.17% among 370,000; inhibition, % at 9 µM; AID 651957;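 active means inhibition above the mean inhibition of all tested compounds plus 3 SD, set per campaign, cut at about 52% in these data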;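 further: 0% = DMSO treated cells and 100% = cells given Gossypol at 36 µM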
TROY signal inh: blocks TROY-dependent signaling in reporter cells. hit rate 0.98% among 360,000. Q293 LMP1-TROYcd NF-kB luciferase reporter, 4 h. inhibition, % at 10 µM;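 active means compounds whose plate-normalised and pattern-corrected inhibition of the luciferase reporter signal at the single screening dose is 50% or more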
LMP1 NFkB inh: Epstein-Barr LMP1 NF-kappaB reporter inhibition. LMP1-induced NF-kappaB luciferase reporter cells, luminescence. inhibition, % at 12.5 µM. hit rate 0.69% among 350,000. AID 504558; in the data active means inhibition above about 41%;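 further: 0% = neutral control wells and 100% = reference inhibitor control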
NR2F2 inh: inhibitors of human COUP-TFII (NR2F2). HEK293T NGFI-A luciferase reporter, luminescence. inhibition, % at 8.6 µM. hit rate 0.7% among 370,000. P24468. AID 686940;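 active means inhibition above a per-plate cutoff, mean inhibition of test wells between control levels plus 3 SD, cut at about 38% in these data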;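 further: cells cotransfected with COUP-TFII expression vector driving the NGFI-A reporter; 0% = median of COUP-TF2 test wells and 100% = reporter-only cells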
CF NFkB inh: cystic fibrosis NF-kB activation inhibition; KKLEB NF-kB-GFP reporter, PAF-induced, GFP fluorescence overnight; AID 588850; inhibition, % at 5 µM; hit rate 0.86% among 360,000;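 active means at least 50% inhibition at 5 µM, scaled per plate between neutral and stimulator controls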;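 further: PAF is a Pseudomonas aeruginosa culture filtrate used as stimulus; plate controls were PAF-stimulated DMSO wells for no effect and unstimulated DMSO wells for full effect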
TWEAK Fn14 block: blocks TWEAK-Fn14 interaction in a reporter cell assay; inhibition, % at 10 µM; hit rate 2% among 360,000; TWEAK-stimulated Fn14 reporter cells, luciferase luminescence, 8 h; in the data active means inhibition above about 50%
SRC1 inh: human NCOA1 inhibition | AID 588354 | inhibition, % at 3.6 µM | hit rate 0.12% among 360,000 | HEK293 GAL4-SRC1 luciferase reporter, luminescence | Q15788;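 active means inhibition above the campaign mean plus 3 SD, with each screening campaign given its own cutoff, cut at about 60% in these data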;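 further: 0% = DMSO treated cells and 100% = gossypol at 36 µM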
TRAIL sens C8: caspase-8 TRAIL sensitization. NB7+C8 cells + TRAIL, ATPlite viability luminescence. inhibition (viability loss, TRAIL sensitization), % at 10 µM. hit rate 1% among 360,000. AID 624354;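 active means compounds causing at least 50% loss of cell viability in the single-dose screen, relative to plate controls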
Starred values were filed as active, the others as inactive; x = not tested or not shown.

item | SMILES | KKLEB tox | LRH-1 inv ag | NCOA3 inh | NCOA2 inhibitor | TROY signal inh | LMP1 NFkB inh
1 | Cc1nnsc1C(=O)Nc1ccc(S(=O)(=O)N2CCC(C)CC2)cc1 | 2 | -9 | 11 | 6 | -1 | 11
2 | CCCNC(=O)C1(C)CCN(C(=O)c2cc(C)nn2C(C)(C)C)C1 (stereo not drawn) | 4 | -17 | -5 | -19 | 4 | x
3 | Cc1cc(C)c2c(C)[nH]nc2n1 | 8 | 13 | -2 | -14 | 16 | x
4 | COc1ccc(N2C(=O)CC(NCc3cccc(F)c3)C2=O)cc1 (stereo not drawn) | -20 | 20 | 10 | 10 | 6 | 3
5 | Cc1ccc(NNC(=O)CCc2ccccc2)c(C)c1 | 11 | -10 | 3 | -22 | -7 | -3
6 | COc1cccc(NC2c3ccccc3C(=O)N2Cc2ccco2)c1 (stereo not drawn) | -12 | -10 | -13 | -11 | 2 | 3
7 | Cc1cccn2c(=O)c(C(=O)NCCCN3CCCCC3C)c(O)nc12 (stereo not drawn) | 4 | 7 | 19 | -24 | -8 | -5
8 | CC(C)c1ccc(NC(=O)N(CCc2nc3ccccc3[nH]2)C2CCCC2)cc1 | -10 | 1 | -13 | -11 | -25 | -2
9 | O=C(NCCN1CCOCC1)C1CCN(S(=O)(=O)N2CCCC2)CC1 | 8 | -17 | -2 | 6 | 23 | 9
10 | CC1=CC(=O)[C@H]2C(C)(C)CCC[C@]2(C)[C@@]1(O)CO | 3 | 3 | 17 | -15 | -12 | 3
11 | Cc1cc(C)nc(NC(=O)C(C)N2C(=O)c3ccccc3C2=O)n1 (stereo not drawn) | -6 | 13 | -4 | 3 | 1 | -5
12 | COc1cccc(C(=O)COc2ccc3c(C)cc(=O)oc3c2)c1 | -5 | -11 | -28 | -4 | 4 | -2

item | NR2F2 inh | CF NFkB inh | TWEAK Fn14 block | SRC1 inh | TRAIL sens C8
1 | 3 | -14 | -13 | -2 | 13
2 | 3 | 4 | -6 | -13 | -5
3 | -17 | 0 | 12 | -17 | -2
4 | -6 | 0 | 8 | -5 | -4
5 | 11 | -11 | -6 | -4 | -2
6 | 7 | 17 | -6 | 7 | -14
7 | 0 | -15 | -17 | -11 | -12
8 | -3 | 3 | -5 | -15 | 9
9 | -10 | -1 | 2 | 1 | -3
10 | 17 | -16 | 6 | -10 | 4
11 | 4 | 2 | 1 | 5 | -5
12 | 4 | 7 | -31 | -17 | 16

Entries of single compounds from above. Screens in order: KKLEB tox	LRH-1 inv ag	NCOA3 inh	NCOA2 inhibitor	TROY signal inh	LMP1 NFkB inh	NR2F2 inh	CF NFkB inh	TWEAK Fn14 block	SRC1 inh	TRAIL sens C8
CCCNC(=O)C1(C)CCN(C(=O)c2cc(C)nn2C(C)(C)C)C1 (stereo not drawn) in the list: 4	-17	-5	-19	4	x	3	4	-6	-13	-5
Cc1cc(C)c2c(C)[nH]nc2n1 in the list: 8	13	-2	-14	16	x	-17	0	12	-17	-2

Next structures follow:
item | SMILES | KKLEB tox | LRH-1 inv ag | NCOA3 inh | NCOA2 inhibitor | TROY signal inh | LMP1 NFkB inh
13 | O=C(N/N=C1\CCc2ccccc21)c1ccc(O)cc1 | -4 | -48 | -79 | -60 | -60 | -20
14 | Cc1ccc(Nc2nc(N)nc(CN3CCN(C(=O)c4ccco4)CC3)n2)cc1Cl | 10 | 6 | 15 | -14 | 5 | 5
15 | CCn1c(=O)c(C(=O)NCc2cccnc2)c(O)c2ccccc21 | -31 | 2 | -27 | -16 | 16 | -13
16 | CCC(c1nnnn1-c1ccc2c(c1)OCCO2)N1CCN(c2cc(C)ccc2C)CC1 (stereo not drawn) | x | -18 | x | -4 | 9 | x
17 | Cc1nc2ccccc2nc1OCC(=O)Nc1ccc(F)cc1 | -5 | -9 | 16 | -26 | -16 | -6
18 | COC(=O)C1(NC(=O)NC2CCCCC2)CCCCC1 | 6 | -23 | 18 | 11 | -3 | -4
19 | CN(C)CC(O)COC(c1ccccc1)c1ccccc1 (stereo not drawn) | 0 | 8 | 7 | -16 | 6 | -2
20 | CC(=O)c1cccc(N2C(=O)CC(N3CCN(S(=O)(=O)c4ccccc4F)CC3)C2=O)c1 (stereo not drawn) | 1 | -8 | -5 | -5 | -2 | -7
21 | Cc1ccccc1/C(N)=N/OC(=O)N1c2ccccc2Sc2ccccc21 | 1 | 1 | 15 | -21 | -36 | -12
22 | C[C@H](CO)N1C[C@H](C)[C@@H](CN(C)S(C)(=O)=O)Oc2ccc(NC(=O)c3ccncc3)cc2C1=O | -8 | -13 | 0 | -8 | -9 | 0
23 | CC(=O)c1c(C)oc2ccc(NS(=O)(=O)c3ccccc3)cc12 | -5 | 15 | 5 | 9 | 27 | 9
24 | Cc1cccc(Nc2nc(N)nc(CSC(=S)N3CCOCC3)n2)c1 | -5 | -21 | -9 | 1 | -63 | -16

item | NR2F2 inh | CF NFkB inh | TWEAK Fn14 block | SRC1 inh | TRAIL sens C8
13 | -18 | 2 | 50* | -70 | 33
14 | 0 | -2 | 25 | 3 | -10
15 | 4 | -17 | -18 | 8 | -4
16 | 6 | x | 4 | x | 14
17 | 7 | 7 | 2 | -28 | -4
18 | 18 | 1 | -15 | -2 | 19
19 | -15 | -5 | -5 | -9 | 1
20 | 1 | 4 | 6 | -5 | -1
21 | 0 | -7 | -1 | 4 | -1
22 | -5 | -6 | -3 | 17 | -15
23 | 22 | -4 | 22 | 3 | 2
24 | -3 | 16 | -15 | -63 | -2

Continuation:
item | SMILES | KKLEB tox | LRH-1 inv ag | NCOA3 inh | NCOA2 inhibitor | TROY signal inh | LMP1 NFkB inh
25 | CCOc1ccc(-c2cc3nc(C4CCN(C(=O)OC(C)(C)C)CC4)c(C(=O)O)cn3n2)cc1 | 21 | 21 | 5 | -4 | -3 | 8
26 | COc1ccc(-c2ccc([C@H]3[C@@H]4C=CCC[C@@]4(C)C(=O)N3Cc3ccccc3)c(F)c2)cc1 | -5 | -5 | -12 | -19 | -2 | -4
27 | CCOC(=O)N1CCC(n2c(SCC(=O)NCCc3ccc(S(N)(=O)=O)cc3)nc3ccccc3c2=O)CC1 | 4 | 10 | 0 | 3 | 15 | 2
28 | CC1CCCN(c2nc3ccccc3nc2C(C#N)S(=O)(=O)c2cccs2)C1 (stereo not drawn) | 2 | -14 | -17 | 11 | -22 | 7
29 | CCOC(=O)CSC1=N/C(=C\c2cc(OC)c(OC)c(OC)c2)C(=O)N1C | -4 | 5 | 15 | 10 | 1 | 4
30 | O=c1[nH]cc(CCCc2ccccc2)c(=O)[nH]1 | -3 | -13 | -13 | -1 | 1 | -7
31 | Cc1cc(C)cc(-c2nnc(SCC(=O)N3CCN(C(=O)c4ccco4)CC3)o2)c1 | -1 | 12 | -5 | -15 | 6 | 1
32 | COc1ccc(CNC(=O)COc2cccnc2[N+](=O)[O-])cc1OC | 3 | 6 | 2 | -21 | 0 | -3
33 | COc1ccc(CCNS(=O)(=O)c2cccc3cccnc23)cc1OC | 19 | 3 | -3 | -20 | -10 | -2
34 | COc1cc(CNCCCN2CCOCC2)cc(Br)c1OCC(=O)N1CCCCC1 | -12 | -1 | -24 | 6 | -8 | -3
35 | CN(C)c1ccc(C(=O)NC2(N3CCC3=O)CCCC2)cc1 | 5 | 12 | -1 | 3 | -16 | -8
36 | O=C(NCCc1ccccc1)C(=O)NCC1CCCO1 (stereo not drawn) | 9 | -33 | -36 | -2 | -21 | 1

item | NR2F2 inh | CF NFkB inh | TWEAK Fn14 block | SRC1 inh | TRAIL sens C8
25 | 21 | 14 | -18 | -17 | -9
26 | 0 | 39 | -1 | -4 | 14
27 | 1 | -4 | -21 | 6 | 1
28 | -12 | 20 | 6 | -13 | -11
29 | 4 | -27 | -10 | 13 | -9
30 | -1 | 3 | -6 | 2 | -20
31 | -10 | -6 | 3 | -1 | -17
32 | -21 | 0 | -9 | 9 | 3
33 | -5 | -20 | -9 | 1 | -14
34 | -9 | 4 | 13 | 13 | -8
35 | 1 | -1 | 10 | -10 | -8
36 | -20 | -5 | -10 | -8 | 2

Reprinted from the part before: 3 entries, followed by the next part.
item | SMILES | KKLEB tox | LRH-1 inv ag | NCOA3 inh | NCOA2 inhibitor | TROY signal inh | LMP1 NFkB inh
34 | COc1cc(CNCCCN2CCOCC2)cc(Br)c1OCC(=O)N1CCCCC1 | -12 | -1 | -24 | 6 | -8 | -3
35 | CN(C)c1ccc(C(=O)NC2(N3CCC3=O)CCCC2)cc1 | 5 | 12 | -1 | 3 | -16 | -8
36 | O=C(NCCc1ccccc1)C(=O)NCC1CCCO1 (stereo not drawn) | 9 | -33 | -36 | -2 | -21 | 1
37 | CC1CCCN(C(=O)COC(=O)c2ccc(=O)n(Cc3ccccc3)n2)C1 (stereo not drawn) | 0 | 2 | -4 | 11 | -1 | 1
38 | COc1ccc(C(C)(O)c2nc(-c3cccc(C(=O)O)c3)cs2)cc1 (stereo not drawn) | 8 | -53 | -40 | -17 | -76 | x
39 | Cc1ccc(N(Cc2ccc(C(=O)NCC3CCCO3)cc2)S(C)(=O)=O)cc1C (stereo not drawn) | 1 | -5 | -16 | -37 | -21 | 1
40 | O=C(Nc1ccc2ccccc2n1)c1ccccc1 | 7 | -105 | -86 | -28 | -4 | -15
41 | Cc1ccn2c(=O)nc(SCC(=O)NCc3ccco3)nc2c1 | -2 | -4 | -19 | -8 | 1 | -5
42 | CCOC(=O)c1sc2c(c1C)c(=O)n(Cc1ccccc1)c(=O)n2CCN(C)C | -13 | -8 | 6 | -6 | 25 | 3
43 | CCN(CC)C(=O)c1scc2c1OCCO2 | -5 | -15 | 0 | -10 | 11 | 2
44 | Cc1ccc(C(C(=O)NC2CCCC2)N(C(=O)CCC(=O)Nc2cc(C)on2)c2ccccc2)cc1 (stereo not drawn) | 2 | 6 | 3 | -28 | -17 | -4
45 | Cc1ccc(C(=O)NC2CCN(S(=O)(=O)c3ccccc3F)CC2)cc1 | 6 | 11 | -6 | 2 | -7 | 2
46 | CCOC(=O)c1c(C)[nH]c(C)c1C(=O)COC(=O)COc1ccc(Cl)c(C)c1 | 7 | 20 | 9 | -31 | 10 | -8
47 | C/C(=N\NC(=S)NC(C)C)c1ccccc1OC(F)F | 4 | -9 | 3 | -22 | -13 | -2

item | NR2F2 inh | CF NFkB inh | TWEAK Fn14 block | SRC1 inh | TRAIL sens C8
34 | -9 | 4 | 13 | 13 | -8
35 | 1 | -1 | 10 | -10 | -8
36 | -20 | -5 | -10 | -8 | 2
37 | -3 | 9 | -8 | -5 | 0
38 | -28 | -5 | -28 | -28 | -3
39 | 29 | -4 | 9 | -16 | -3
40 | -19 | -1 | 20 | -121 | 38
41 | -2 | -10 | 19 | -12 | -9
42 | 0 | -8 | 0 | 0 | -13
43 | 6 | 4 | 7 | 1 | -8
44 | 4 | 6 | -10 | 3 | -13
45 | 15 | 18 | -1 | -3 | -5
46 | -1 | 15 | 8 | -21 | 7
47 | -1 | 5 | 26 | -7 | 19
